Sm TGR block – inhibitors of Schistosoma mansoni thioredoxin glutathione reductase. AID 485364. Q962Y6. 360,000 tested, 3% active. Potency, µM (highest dose often 114 µM), for the others: at the highest dose activity change, negative = inhibition, usual class: inhibitors. purified TGR, DTNB reduction, TNB absorbance 405 nm; further: potency means the concentration at half of the fitted maximal effect; nearly all actives have a fitted effect of over 60% in size
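First, TGR (20 nM dispensed) and NADPH were mixed with compound. Second, a 15 min room-temperature incubation followed. Third, further NADPH and then DTNB were added to start the reaction. Finally, TNB absorbance was monitored kinetically.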
AmpC detergent – AmpC beta-lactamase inhibition with detergent present; P00811; AmpC hydrolysis of nitrocefin, absorbance 480 nm, 0.01% Triton; Potency, µM (doses to about 114 µM), for the others: top-dose activity change, negative = inhibition, actives largely listed as inhibitors; 370,000 tested, 0.041% active; AID 485294;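 further: potency means the concentration at half of the fitted maximal effect; 0% = no-compound wells and -100% = no-enzyme wells; nearly all actives have a fitted effect of over 25% in size; some results filed as inactive show a strong effect at the top dose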
Target sequence (P00811 whole entry, looked up): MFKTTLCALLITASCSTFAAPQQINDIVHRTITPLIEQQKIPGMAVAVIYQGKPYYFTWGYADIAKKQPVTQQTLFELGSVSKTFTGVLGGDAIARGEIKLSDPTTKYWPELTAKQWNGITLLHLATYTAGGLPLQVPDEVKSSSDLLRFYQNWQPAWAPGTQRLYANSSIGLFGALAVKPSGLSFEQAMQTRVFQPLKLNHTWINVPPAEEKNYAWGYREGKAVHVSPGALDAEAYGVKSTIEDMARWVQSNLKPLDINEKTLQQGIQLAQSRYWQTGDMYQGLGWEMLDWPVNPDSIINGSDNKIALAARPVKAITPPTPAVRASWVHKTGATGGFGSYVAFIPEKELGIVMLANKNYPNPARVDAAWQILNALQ
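AmpC (5.3 nM in the dispensed reagent) in 20 mM phosphate pH 7.0 with 0.01% (detergent screen) or 0.0001% Triton X-100 was preincubated with compounds for 15 min at room temperature. Nitrocefin was then added from an 800 uM solution, and hydrolysis was followed at 480 nm.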
HCMV inh – blocks human cytomegalovirus replication; HFF cells, HCMV-luciferase reporter, 72 h; hits give low values; activity change, negative = inhibition, % at 57.5 µM; 410,000 tested, 4.5% active; AID 1259415; in the data active means activity change below about -60%; inconclusive means no clear call, values can overlap the other calls; inactive means above about -39%
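Screen run at 2 compound doses on HFFs infected with reporter HCMV, MOI 1 PFU/cell. Luciferase activity from cell lysates at 72 h post infection gave inhibition relative to buffer-only and Salinomycin wells.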
AMA1 RON2 block – inhibitors of Plasmodium falciparum AMA1-RON2 interaction; AlphaScreen AMA1-biotinylated RON2 peptide binding; Potency, µM (top dose mostly 58.2 µM), for inactives: top-dose activity change, negative = inhibition, most hits filed as inhibitors; 360,000 tested, 0.2% active; AID 720542;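 further: potency means the concentration at half of the fitted maximal effect; 0% = vehicle wells and -100% = peptide control; nearly all actives have a fitted effect of over 45% in size; some results filed as inactive show a strong effect at the top dose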
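AMA1 (3D7) with his tag at 25 nM final met compounds first, then biotinylated RON2 peptide at 25 nM; detection used donor plus acceptor beads, 10 µg/mL apiece, read by AlphaScreen after 30 min at room temperature.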
FBPA Giardia inh – inhibitors of Giardia lamblia fructose-1,6-bisphosphate aldolase | purified Giardia FBPA | Potency, µM (titrated, usually from 59.6 µM), without a hit: at the top dose activity, negative = inhibition, usual class: inhibitors | 290,000 tested, 0.71% active | A8B2U2 | AID 2451; further: potency means the concentration at half of the fitted maximal effect; nearly all actives have a fitted effect of over 55% in size
Target sequence (A8B2U2 whole entry, looked up): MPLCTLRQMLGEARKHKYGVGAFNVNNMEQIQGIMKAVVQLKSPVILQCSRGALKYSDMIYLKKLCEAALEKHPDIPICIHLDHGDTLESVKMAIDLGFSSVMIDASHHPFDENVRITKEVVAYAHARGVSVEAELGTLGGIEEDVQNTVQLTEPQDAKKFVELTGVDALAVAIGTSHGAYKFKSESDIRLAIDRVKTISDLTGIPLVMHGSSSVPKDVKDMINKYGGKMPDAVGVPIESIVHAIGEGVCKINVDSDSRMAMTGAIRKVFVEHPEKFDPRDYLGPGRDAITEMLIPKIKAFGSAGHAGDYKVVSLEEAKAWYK
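Giardia FBPA (40 nM reagent) was preincubated 10 min at RT with compound (up to 57.5 uM final), then substrate plus GAPDH/TPI/NAD/arsenate coupling system with diaphorase/resazurin was added; resorufin fluorescence (525/598 nm) was read after 20 min.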
HCV inhibitor – blocks hepatitis C virus. Huh7.5.1 HCVcc-Cre infection, luciferase reporter, 44 h. 340,000 tested, 3.4% active. Potency, µM (titrated, usually from 41.8 µM), for inactives: at the highest dose activity change, negative = inhibition, usual class: inhibitors. AID 651820; further: potency means the concentration at half of the fitted maximal effect
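Antiviral activity was scored by luciferase reporter output from cells infected with HCVcc-Cre (~0.5 moi) in presence of compound, 44 h infection period, cells seeded 1,000/well 4 h prior.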
* = called active by the depositor; ? = inconclusive; · = not tested or not shown; & = joins results of further samples; [ ] = dose if it differs, or a comment. Unless noted, the call rests on the fitted dose curve; in most records, active means well fitted curve in the direction sought with a large enough effect; inconclusive means small, poorly fitted or top-dose-only effect, or another doubt; inactive means no such curve, though single readings can be large; an effect the other way counts as inactive or inconclusive. Unless noted, on the % scale 0 is the no-effect control and ±100 the full control effect.

Screens by letter: A = Sm TGR block; B = AmpC detergent; C = HCMV inh; D = AMA1 RON2 block; E = FBPA Giardia inh; F = HCV inhibitor
O=C(CSc1ncnc2c1cnn2-c1ccc(Cl)cc1)NCc1ccc2c(c1)OCO2
  A = -5%; B = ?; C = 61; D = 19%; E = 0%; F = 18%

Brc1nnc2n1-c1ccccc1Sc1ccccc1-2
  A = -32%; B = -2%; C = -9; D = -7%; E = -6%; F = 16%

Cc1c2cnccc2c(C)c2c1oc1ccccc12
  A = ·; B = ·; C = -23; D = 33%[activator]; E = ·; F = ?

CCOC(=O)c1c(NC(=O)CSc2ncnc3[nH]ncc23)sc2c1CCC(C)C2 (centres undefined)
  A = -6%; B = -6%; C = -24; D = 36%[activator]; E = 0%; F = ?

COc1cccc(-n2cc(C(=O)O)c3ccccc3c2=O)c1
  A = 3%; B = -5%; C = -26; D = -5%; E = 0%; F = 7%

O=c1c2ccccc2n(Cc2ccc(Cl)cc2)c(=O)n1Cc1ccco1
  A = -33%; B = -1%; C = -18; D = -2%; E = 3%; F = 8%

CCc1cccc(C)c1Nc1c(-c2cccc(O)c2)nc2nc(C)cc(C)n12
  A = -5%; B = -1%; C = -15; D = ·; E = ·; F = ·

Cc1ccc2c(c1)sc1nc(=O)n(-c3ccc(Cl)cc3)c(=O)n12
  A = -7%&6%; B = 0%&1%; C = 20&-27; D = -15%; E = 5%; F = -25%

OCCC1CN(Cc2ccccc2O)CCN1CCc1ccccc1 (centres undefined)
  A = -23%; B = -8%; C = 10; D = -10%; E = 0%; F = -1%

Cc1ccc(NS(=O)(=O)c2cc(C(=O)NCc3ccccn3)ccc2Cl)cc1C
  A = 5%; B = -2%; C = -14; D = 45%[activator]; E = ·; F = -12%

CCN(CC)C(=O)c1c(C)nc2ccccn12
  A = 2%; B = -4%; C = ·; D = 16%; E = -6%; F = 7%

COC(=O)c1cc2c(cc1NC(=O)CSCCc1ccccn1)OCO2
  A = 0%; B = -14%; C = 34; D = 4%; E = 1%; F = -4%

Cc1nnc(N(C)C(=O)Cc2ccc3c(c2)OCO3)s1
  A = -14%; B = -8%; C = -18; D = 2%; E = 2%; F = ?

COc1ccc(-c2nc(-c3cccc(C)c3)[nH]c(=O)c2C#N)cc1
  A = 0%; B = -12%; C = 24; D = 16%; E = 8%; F = 11%

COc1ccc(CC(=O)c2ccc(OC)c(OC)c2C)cc1OC
  A = 0%; B = -2%; C = -30; D = 3%; E = 14%; F = ?

Some of these compounds in order of length of the SMILES, low to high.
Screens by letter: A = Sm TGR block; B = AmpC detergent; C = HCMV inh; D = AMA1 RON2 block; E = FBPA Giardia inh; F = HCV inhibitor
CCN(CC)C(=O)c1c(C)nc2ccccn12
  A = 2%; B = -4%; C = ·; D = 16%; E = -6%; F = 7%

Cc1c2cnccc2c(C)c2c1oc1ccccc12
  A = ·; B = ·; C = -23; D = 33%[activator]; E = ·; F = ?

Brc1nnc2n1-c1ccccc1Sc1ccccc1-2
  A = -32%; B = -2%; C = -9; D = -7%; E = -6%; F = 16%

OCCC1CN(Cc2ccccc2O)CCN1CCc1ccccc1 (centres undefined)
  A = -23%; B = -8%; C = 10; D = -10%; E = 0%; F = -1%

Cc1nnc(N(C)C(=O)Cc2ccc3c(c2)OCO3)s1
  A = -14%; B = -8%; C = -18; D = 2%; E = 2%; F = ?

COc1ccc(CC(=O)c2ccc(OC)c(OC)c2C)cc1OC
  A = 0%; B = -2%; C = -30; D = 3%; E = 14%; F = ?

COC(=O)c1cc2c(cc1NC(=O)CSCCc1ccccn1)OCO2
  A = 0%; B = -14%; C = 34; D = 4%; E = 1%; F = -4%

O=c1c2ccccc2n(Cc2ccc(Cl)cc2)c(=O)n1Cc1ccco1
  A = -33%; B = -1%; C = -18; D = -2%; E = 3%; F = 8%

COc1ccc(-c2nc(-c3cccc(C)c3)[nH]c(=O)c2C#N)cc1
  A = 0%; B = -12%; C = 24; D = 16%; E = 8%; F = 11%

CCc1cccc(C)c1Nc1c(-c2cccc(O)c2)nc2nc(C)cc(C)n12
  A = -5%; B = -1%; C = -15; D = ·; E = ·; F = ·

Cc1ccc(NS(=O)(=O)c2cc(C(=O)NCc3ccccn3)ccc2Cl)cc1C
  A = 5%; B = -2%; C = -14; D = 45%[activator]; E = ·; F = -12%

CCOC(=O)c1c(NC(=O)CSc2ncnc3[nH]ncc23)sc2c1CCC(C)C2 (centres undefined)
  A = -6%; B = -6%; C = -24; D = 36%[activator]; E = 0%; F = ?

(listing goes on)
Screens by letter: A = Sm TGR block; B = AmpC detergent; C = HCMV inh; D = AMA1 RON2 block; E = FBPA Giardia inh; F = HCV inhibitor
CCOc1ccc2ccccc2c1/C=N/NC(=O)c1ccncc1
  A = 0%; B = 2%; C = -11; D = 40%[activator]; E = -21%; F = ?

O=C(OCCOc1cccc(Cl)c1)c1ccc(F)c(S(=O)(=O)N2CCOCC2)c1
  A = 5%; B = 5%; C = 5; D = 15%; E = ·; F = ?

Cc1ccc(Cl)cc1N(C)C(=O)C1CCCN(c2ncnc3onc(-c4ccc(F)cc4)c23)C1 (centres undefined)
  A = 6%; B = 7%; C = -73*; D = ·; E = ·; F = ·

CCc1ccc(N2C(=O)CN(Cc3ccccc3)C2=S)cc1
  A = 20%; B = ?; C = 5; D = -15%; E = -4%; F = -4%

O=C(Cc1cccc2ccccc12)Nc1cccnc1
  A = -1%; B = 6%; C = -39; D = -12%; E = 1%; F = -6%

COc1ccccc1NC(=O)c1csc2c1CCC(C)C2 (centres undefined)
  A = 50µM*; B = 6%; C = ?; D = 7%; E = -2%; F = -13%

O=C(NCc1ccc(F)cc1)C(=O)NCC1OCCCN1S(=O)(=O)c1cccs1 (centres undefined)
  A = 10%; B = 10%; C = ·; D = -3%; E = 7%; F = 17%

CCCOP(=O)(O)c1c([N+](=O)[O-])cc(C(F)(F)F)cc1[N+](=O)[O-] (tested in a mixture with another compound)
  A = -12%; B = ?; C = -23; D = 1%; E = -2%; F = 18%

O=C(CSc1nc2ncccc2[nH]1)NCc1ccccc1
  A = -2%; B = 6%; C = 40; D = -4%; E = -10%; F = 15%

CCC(=O)N1CCN(c2nnc(-c3ccccc3)c3ccccc23)CC1
  A = -7%; B = -11%; C = ?; D = 2%; E = 6%; F = -4%

COc1ccc(CCn2c(=O)[nH]c3cc(C(=O)NCCCN4CCOCC4)ccc3c2=O)cc1OC
  A = 2%; B = 0%; C = 70; D = -14%; E = 2%; F = 2%

CC(C)NC(=O)Nc1n[nH]c(Nc2ccc(Cl)cc2)n1
  A = 5%; B = 7%; C = 21; D = 0%; E = 0%; F = 3%

CC(C)(C)OC(=O)NCCCCc1cn(CC(=O)N2CCN(C(=O)OC(C)(C)C)CC2)nn1
  A = -9%; B = 0%; C = -80*; D = -3%; E = 5%; F = -2%[8.37 µM]

CC(C)(C)NS(=O)(=O)c1ccc2nc(NC(=O)c3cccnc3)sc2c1
  A = 2%; B = 11%; C = 29; D = ·; E = ·; F = ·

CSC[C@H](NC(=O)Cc1c(C)c2cc3c(C)c(C)oc3cc2oc1=O)C(=O)N[C@@H](Cc1ccccc1)C(=O)O
  A = -10%; B = -9%; C = ·; D = -6%; E = 5%; F = 0%

(cont.)
Screens by letter: A = Sm TGR block; B = AmpC detergent; C = HCMV inh; D = AMA1 RON2 block; E = FBPA Giardia inh; F = HCV inhibitor
CC(=O)Nc1ccc(S(=O)(=O)Nc2cc(S(=O)(=O)N3CCCCC3)ccc2O)cc1
  A = 0%; B = ?; C = -30; D = 72%[activator]; E = ·; F = 4%

O=C(CCS(=O)(=O)c1ccc(Cl)cc1)Nc1nnc(-c2cccs2)o1
  A = -1%; B = ?; C = -12; D = 125%[activator]; E = ·; F = 1%

CN(C)c1ccc(O)c2c1CC1CC3[C@@H](N(C)C)C(=O)C(C(N)=O)=C(O)[C@]3(O)C(=O)C1=C2O (some centres undefined)
  A = ?; B = -2%; C = ?; D = ?; E = ?; F = 6%[8.37 µM]

Cc1ccc2[nH]c(-c3ccccc3)c(CN3CCN(C)CC3)c(=O)c2c1
  A = 4%; B = ?; C = 42; D = 0%; E = 0%; F = 11%

Source: PubChem BioAssay
